E-selectin induc: E-selectin induction on HUVECs; P16581; HUVEC E-selectin immunofluorescence imaging; normalized: neutral wells 0, TNF-alpha wells 100; activation, % at 7.58 µM; hit rate 0.37% among 260,000; AID 686992;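 active = mean E-selectin-positive cell signal at least 10% of the positive control, reached in at least 60% of replicates, without over 20% cell loss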;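 also: in these data hits start at about 27%; measured in HUVEC primary endothelial cells; signal is the percent of cells scored E-selectin positive by PE staining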
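Test system: HUVEC | Signal: Immunofluorescence imaging | Read-out: Percent E-selectin-positive cells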
ERAP1 inh: inhibitors of human ERAP1 aminopeptidase; inhibition, % at 10.7 µM; hit rate 0.15% among 340,000; AID 652197; Q9NZ08; recombinant ERAP1, Leu-AMC fluorescence, 60 min;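 active = mean replicate inhibition of at least 30%, or all replicates individually reaching that 30% level; inactive = mean below 30% and not every replicate reaching it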;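 also: 0% = neutral control wells and 100% = L-leucinethiol positive control wells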
RAD54 branch: blocks human RAD54 Holliday junction branch migration. Q92698. hit rate 0.14% among 360,000. inhibition, % at 10.4 µM. FAM/BHQ fluorescence. AID 602329;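 active = mean normalized replicate activity at least 40 and at least half of replicates scoring 40 or more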;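 also: 0% = median of neutral control wells and 100% = median of positive control wells; inhibitors cause a drop in the FAM fluorescence signal; in these data hits start at about 50%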
S100A4 inh HTS: inhibitors of human S100A4 binding to myosin IIA peptide; P26447; S100A4/TAMRA-MyoIIA peptide fluorescence polarization; inhibition, % at 10.7 µM; hit rate 0.14% among 360,000; AID 652163;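 active = mean inhibition of at least 70% across replicates, with every replicate also reaching that level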
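System – human S100A4 monomer protein, biochemical binding assay · Buffer or medium – Calcium-containing HEPES buffer, pH 7.2 · Timing – 5 min between mix addition and reading · Also added – TAMRA-labelled myosin IIA heavy-chain peptide probe, 5 nM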
RAD52 anneal inh: RAD52 (human) annealing inhibition. P43351. recombinant RAD52 DNA annealing, FRET fluorescence. inhibition, % at 18.7 µM. hit rate 0.46% among 360,000. AID 651710;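 active = every replicate showing at least 50% inhibition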
Target sequence (P43351 whole entry, looked up): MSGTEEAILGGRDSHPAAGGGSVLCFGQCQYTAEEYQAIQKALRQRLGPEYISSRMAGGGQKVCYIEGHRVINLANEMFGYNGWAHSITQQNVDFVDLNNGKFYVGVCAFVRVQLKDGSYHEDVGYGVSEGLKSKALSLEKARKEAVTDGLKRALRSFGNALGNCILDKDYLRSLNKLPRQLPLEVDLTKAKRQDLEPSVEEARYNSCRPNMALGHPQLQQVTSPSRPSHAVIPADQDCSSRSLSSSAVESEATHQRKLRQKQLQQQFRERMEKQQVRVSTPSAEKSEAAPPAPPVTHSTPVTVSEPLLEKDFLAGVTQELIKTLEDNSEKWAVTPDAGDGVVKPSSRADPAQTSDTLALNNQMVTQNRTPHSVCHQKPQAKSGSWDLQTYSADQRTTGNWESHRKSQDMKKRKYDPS
Xi reactivation: activators of X-chromosome reactivation in mouse fibroblasts. XiGFP mouse fibroblasts, % GFP-positive cells imaging, 3 d; cells co-treated with 5-aza-dC sensitizer; scaled so ellipticine positive control = 100%. activation, % at 7.58 µM. hit rate 0.055% among 360,000. AID 743238;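 active = mean normalized replicate activation at least 10% and every replicate at or above 10%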;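 also: 0% = median of on-plate neutral control wells and 100% = ellipticine 6 µM median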
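Assay system – SV40-immortalized XiGFP fibroblast cells, line 68-5-11 · Buffer or medium – DMEM supplemented with 5-aza-dC as sensitizing agent · Dosing – one concentration, pinned · Benchmarks – positive control ellipticine, 6 µM final · Times – 3 days compound exposure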
esBAF inh: blocks esBAF chromatin remodeling in mouse ES cells | AID 602393 | hit rate 2% among 350,000 | reporter increase, % at 12.5 µM | Bmi1-luciferase knock-in reporter, 24 h; 100% = twice the neutral-well signal; in the data active = activation above about 40%;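 also: 0% = median of the plate's neutral control wells and 100% = double that signal; a rise in the Bmi1 reporter signal indicates esBAF inhibition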
ERp5 block: blocks human ERp5 reductase activity on insulin. inhibition, % at 9.99 µM. hit rate 0.05% among 350,000. AID 651711. ERp5 insulin aggregation, absorbance 650 nm, 90 min. Q15084;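 active = mean replicate inhibition above about 25%, with every replicate also reaching it, limit read from the data, passing the limit was not always enough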
Target sequence (Q15084 whole entry, looked up): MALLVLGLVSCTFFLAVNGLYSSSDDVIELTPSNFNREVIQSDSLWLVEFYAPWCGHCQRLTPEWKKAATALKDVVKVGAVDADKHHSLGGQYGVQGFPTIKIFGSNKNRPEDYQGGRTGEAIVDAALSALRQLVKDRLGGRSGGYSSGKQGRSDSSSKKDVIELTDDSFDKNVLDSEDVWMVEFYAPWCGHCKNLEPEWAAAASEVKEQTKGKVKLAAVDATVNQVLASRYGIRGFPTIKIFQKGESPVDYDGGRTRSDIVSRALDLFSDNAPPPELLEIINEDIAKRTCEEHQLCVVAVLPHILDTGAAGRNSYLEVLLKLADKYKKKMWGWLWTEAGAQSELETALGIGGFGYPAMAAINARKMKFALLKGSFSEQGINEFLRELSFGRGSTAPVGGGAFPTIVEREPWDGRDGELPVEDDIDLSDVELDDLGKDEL
The depositor's hits bear a star; . = no result given.

SMILES	E-selectin induc	ERAP1 inh	RAD54 branch	S100A4 inh HTS	RAD52 anneal inh	Xi reactivation	esBAF inh	ERp5 block
C[C@@H](C(=O)NCc1ccccc1)[C@H]1C[C@]1(C)[C@H](NC(=O)OCc1ccccc1)c1ccccc1	.	3	2	0	-15	0.0	-8	0
CCC(=O)N(C)C[C@@H]1Oc2ncc(C#CC(C)C)cc2C(=O)N([C@H](C)CO)C[C@H]1C	0.0	.	7	-2	15	-0.5	1	-5
O=C(N[C@@H]1CC[C@H](CC(=O)N2CCc3ccccc3C2)O[C@@H]1CO)C1CCOCC1	0.3	-2	0	11	17	-0.1	-1	-4
Cn1c(SCC(=O)NCc2ccco2)nnc1-c1c[nH]c2ccccc12	0.0	2	4	-1	-10	0.0	-1	0
COCCC(=O)N1CCC(Oc2ccc(C(=O)NCCc3cnn(C)c3)cc2)CC1	.	1	-1	11	1	0.0	-4	2
O=C1/C(=C/c2ccc([N+](=O)[O-])cc2)C=C(c2ccccc2)N1c1ccc(O)cc1	.	1	.	0	-7	.	.	4
CN(C)/C=C/C(=O)c1cccc(Oc2ncccn2)c1	-1.9	4	-1	-5	-48	0.6	-2	-5
O=C(Cc1ccccc1)N1CC(=O)N2[C@H](C1)[C@@H](c1ccc(-c3ccc(F)cc3)cc1)[C@@H]2CO	0.3	0	.	3	1	0.0	.	2
Cc1ccc(C)c(OCCCN2CCc3ccccc3C2)c1	0.6	-4	-8	0	-2	0.2	-6	5
COc1ccc(CN2CCOCC2)cc1Br	.	0	.	4	-3	.	-3	2
C[C@H]1CN([C@@H](C)CO)C(=O)c2cc(-c3cncnc3)cnc2O[C@@H]1CN(C)Cc1ccc(Oc2ccccc2)cc1	0.0	-2	3	2	15	-0.2	-6	3
O=C(CSc1nnc(-c2c[nH]c3ccccc23)n1-c1ccc(F)cc1)NCc1ccco1	.	-4	4	3	-10	.	-8	-6

Complete entries, quoted from the list. Order of screens: E-selectin induc	ERAP1 inh	RAD54 branch	S100A4 inh HTS	RAD52 anneal inh	Xi reactivation	esBAF inh	ERp5 block
CCC(=O)N(C)C[C@@H]1Oc2ncc(C#CC(C)C)cc2C(=O)N([C@H](C)CO)C[C@H]1C across the screens: 0.0	.	7	-2	15	-0.5	1	-5
O=C1/C(=C/c2ccc([N+](=O)[O-])cc2)C=C(c2ccccc2)N1c1ccc(O)cc1 across the screens: .	1	.	0	-7	.	.	4
O=C(CSc1nnc(-c2c[nH]c3ccccc23)n1-c1ccc(F)cc1)NCc1ccco1 across the screens: .	-4	4	3	-10	.	-8	-6
COCCC(=O)N1CCC(Oc2ccc(C(=O)NCCc3cnn(C)c3)cc2)CC1 across the screens: .	1	-1	11	1	0.0	-4	2

The main list resumes, repeating the 3 entries before the break.
SMILES	E-selectin induc	ERAP1 inh	RAD54 branch	S100A4 inh HTS	RAD52 anneal inh	Xi reactivation	esBAF inh	ERp5 block
COc1ccc(CN2CCOCC2)cc1Br	.	0	.	4	-3	.	-3	2
C[C@H]1CN([C@@H](C)CO)C(=O)c2cc(-c3cncnc3)cnc2O[C@@H]1CN(C)Cc1ccc(Oc2ccccc2)cc1	0.0	-2	3	2	15	-0.2	-6	3
O=C(CSc1nnc(-c2c[nH]c3ccccc23)n1-c1ccc(F)cc1)NCc1ccco1	.	-4	4	3	-10	.	-8	-6
COc1ccc(NC(=O)COc2ccccc2F)cc1S(=O)(=O)N1CCCCC1	1.0	3	1	-8	-66	0.1	-7	-7
CCC(c1nnnn1-c1ccc2c(c1)OCCO2)N1CCN(C)CC1 (configuration not stated)	-0.1	-5	.	-1	-9	0.0	.	-2
CNC[C@H]1Oc2ncc(C#CC3CCCC3)cc2C(=O)N([C@H](C)CO)C[C@H]1C	0.0	-6	-17	3	20	-0.1	1	-1
Cc1ccc(S(=O)(=O)N2CC[C@@H]3[C@H](CO)N(C)c4ccc(C#Cc5cccnc5)cc4[C@@H]32)cc1	-0.5	.	-11	.	.	0.0	9	.
O=C(Cn1cc2c(n1)CCCCC2)Nc1c(F)cc(F)cc1Br	-0.1	-1	-7	-4	-17	0.1	2	2
CCOC(=O)c1cc(CC)sc1NC(=O)COC(=O)C1CCC1	.	0	3	-2	-6	0.3	6	4
CO[C@@H]1CN(C)C(=O)c2ccc(NC(=O)NC(C)C)cc2OC[C@@H](C)N(Cc2ccc(-c3ccccn3)cc2)C[C@@H]1C	0.4	3	0	13	-22	0.2	3	-2
O=C(CN1C(=O)CCC1=O)c1ccc(-c2ccccc2)cc1	-2.5	0	.	0	-3	0.2	.	2
COc1ccc(NC(=O)CC2Nc3cc(C)c(C)cc3NC2=O)c([N+](=O)[O-])c1 (configuration not stated)	-0.2	-2	5	-6	-4	0.1	.	3
C[C@H](CO)N1C[C@H](C)[C@H](CN(C)Cc2ccc(C(=O)O)cc2)OCc2ccccc2-c2ccccc2C1=O	0.2	3	-3	30	15	-0.7	-3	.
CCN(CC)C(=O)COc1ccc2oc(-c3ccco3)cc(=O)c2c1	.	-3	.	-1	-11	0.1	.	-1
O=C(CN1CCOCC1)N1CC[C@@H]2[C@H](CO)Nc3ccc(-c4ccccc4)cc3[C@@H]21	0.5	-9	6	-18	-4	0.3	5	2
Cc1cccc(NC(=O)CCc2c(C)nn(-c3ccc(N4CCCCC4)nn3)c2C)c1	.	4	-2	3	-9	0.0	31	-1
CCCCCCCCNS(=O)(=O)CCNCCCC	-0.1	5	-12	-4	-2	0.0	-3	-6
Cc1c(C)[n+](=O)c(C)c(C)n1[O-]	0.4	3	7	-1	-10	0.0	-3	10
COc1ccccc1CCC(=O)OCC(=O)Nc1cccc(S(=O)(=O)N2CCCCC2)c1	-0.2	2	.	-2	-8	0.4	5	1
Cc1noc(C)c1S(=O)(=O)N(CC(=O)NCCc1ccccc1)c1ccc(C(C)C)cc1	.	4	3	-5	1	0.0	-6	-4
CCOc1ccc(Nc2nc(N(C)c3ccccc3)nc(N)c2[N+](=O)[O-])cc1	0.0	2	.	-34	-13	0.2	.	5
Cc1ccccc1-n1ncc2c1CC(C)(C)CC2NC(=O)c1ccncc1 (configuration not stated)	-1.4	-1	6	25	-6	0.1	-12	-9
CCN(CC)C(=O)c1ccc(C(=O)Nc2ccc(F)cc2)cc1	0.0	0	4	-2	2	0.0	39	3
COc1cccc(NC(=O)c2c(C)nn(-c3ccccc3)c2Cl)c1	.	4	-5	-3	-5	0.0	50*	-4
COc1ccc2[nH]c(C(=O)NCCc3ccccc3)cc2c1	8.5	.	12	4	-5	0.0	.	-12
C/C=C/c1ccc2c(c1)O[C@@H](CN(C)C(=O)Cc1cccnc1)[C@@H](C)CN([C@@H](C)CO)S2(=O)=O	-0.3	-1	1	8	-2	-0.1	-2	3
O=C(CN1CCN(S(=O)(=O)c2ccc(F)c(F)c2)CC1)Nc1ccccc1C(=O)NC1CC1	.	2	5	-6	-10	0.0	2	3
C[C@@H]1CCCCO[C@@H](CN(C)S(=O)(=O)c2ccc(Cl)cc2)[C@@H](C)CN([C@H](C)CO)C(=O)c2cc(NC(=O)c3ccccc3)ccc2O1	2.6	0	5	2	-25	-0.3	6	1
COc1ccc(S(=O)(=O)N[C@H]2CC[C@@H](CC(=O)NCCc3ccncc3)O[C@H]2CO)cc1	-2.0	1	4	-5	8	-0.4	-7	-1
COc1cccc2c1OCC(CN1CCN(Cc3ccccc3F)C(CCO)C1)=C2 (configuration not stated)	.	-1	-9	-1	-6	0.0	0	-6
O=C(NCCN1CCOCC1)c1c(O)nc2sccn2c1=O	-0.2	-6	-8	5	-7	0.3	-3	9
O=[N+]([O-])c1c(C(Cl)Cl)nn(-c2ccccc2)c1N1CCCC1	.	-3	-5	6	-10	.	-1	1
Cc1ccccc1OCC(O)Cn1c(NCc2ccco2)nc2c1c(=O)[nH]c(=O)n2C (configuration not stated)	.	-3	1	-3	-16	.	-5	4
Cc1ccccc1OCCC(=O)NNC(=O)COc1cccc(F)c1	.	-1	-10	-2	-7	0.3	-3	0
Cc1cccc(C)c1NC(=O)C1(C)CN(S(C)(=O)=O)CC(=O)N1Cc1cccs1 (configuration not stated)	-0.3	1	.	-7	-7	-0.2	.	2
Cc1noc(C)c1S(=O)(=O)N(C)C[C@@H]1Oc2c(NS(=O)(=O)c3cn(C)cn3)cccc2C(=O)N([C@H](C)CO)C[C@@H]1C	0.0	-3	4	-5	-12	0.4	-3	24
Cc1ccc(-c2cc3ncc(C#N)c(N)n3n2)cc1	0.9	0	.	3	-40	0.3	.	5

2 compounds from above, limited to S100A4 inh HTS:
| molecule | S100A4 inh HTS |
| --- | --- |
| Cc1cccc(C)c1NC(=O)C1(C)CN(S(C)(=O)=O)CC(=O)N1Cc1cccs1 (configuration not stated) | -7 |
| Cc1noc(C)c1S(=O)(=O)N(C)C[C@@H]1Oc2c(NS(=O)(=O)c3cn(C)cn3)cccc2C(=O)N([C@H](C)CO)C[C@@H]1C | -5 |

Bioassay records from PubChem.
